HCMV inh: human cytomegalovirus inhibition; hit rate 4.5% among 410,000; activity change, negative = inhibition, % at 57.5 µM; HFF cells, HCMV-luciferase reporter, 72 h; hits give low values; AID 1259415; in the data active = activity change below about -60%; inconclusive = no clear call, values can overlap the other calls; inactive = above about -39%
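Two compound doses tested in HFFs infected with HCMV-luciferase, MOI 1 PFU/cell, 72 h at 37C. Lysate luminescence read with OneGlo; data normalized against buffer-only and 10uM Salinomycin inhibitor controls.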
AmpC no deterg: AmpC beta-lactamase inhibition without detergent; hit rate 0.52% among 330,000; AmpC nitrocefin hydrolysis, absorbance 480 nm, 0.0001% Triton; Potency, µM (series often up to 57.1 µM), for inactives: at the highest dose activity change, negative = inhibition, most hits filed as inhibitors;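 note: potency is the fitted concentration of half-maximal effect; plate controls were no compound for no effect and no enzyme for full effect; nearly all actives have a fitted effect of over 20% in size; some results filed as inactive show a strong effect at the top dose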
Target sequence (P00811 whole entry, looked up): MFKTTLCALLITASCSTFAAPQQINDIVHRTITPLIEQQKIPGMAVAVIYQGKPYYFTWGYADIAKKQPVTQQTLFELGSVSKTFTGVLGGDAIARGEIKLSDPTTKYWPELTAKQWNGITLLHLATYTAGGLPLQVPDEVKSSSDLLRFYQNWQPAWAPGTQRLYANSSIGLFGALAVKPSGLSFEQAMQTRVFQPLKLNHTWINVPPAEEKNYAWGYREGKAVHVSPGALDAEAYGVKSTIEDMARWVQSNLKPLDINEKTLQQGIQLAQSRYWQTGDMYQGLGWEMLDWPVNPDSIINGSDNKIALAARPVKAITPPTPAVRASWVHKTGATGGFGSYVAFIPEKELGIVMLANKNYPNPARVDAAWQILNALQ
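AmpC (5.3 nM in the dispensed reagent) in 20 mM phosphate pH 7.0 with 0.01% (detergent screen) or 0.0001% Triton X-100 was preincubated with compounds for 15 min at room temperature. Nitrocefin was then added from an 800 uM solution, and hydrolysis was followed at 480 nm.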
Giardia FBPA inh: Giardia lamblia aldolase inhibition; A8B2U2; purified Giardia FBPA; Potency, µM (series often up to 59.6 µM), for the others: top-dose activity, negative = inhibition, most hits filed as inhibitors; hit rate 0.71% among 290,000; AID 2451; note: potency is the fitted concentration of half-maximal effect; nearly all actives have a fitted effect of over 55% in size
Target sequence (A8B2U2 whole entry, looked up): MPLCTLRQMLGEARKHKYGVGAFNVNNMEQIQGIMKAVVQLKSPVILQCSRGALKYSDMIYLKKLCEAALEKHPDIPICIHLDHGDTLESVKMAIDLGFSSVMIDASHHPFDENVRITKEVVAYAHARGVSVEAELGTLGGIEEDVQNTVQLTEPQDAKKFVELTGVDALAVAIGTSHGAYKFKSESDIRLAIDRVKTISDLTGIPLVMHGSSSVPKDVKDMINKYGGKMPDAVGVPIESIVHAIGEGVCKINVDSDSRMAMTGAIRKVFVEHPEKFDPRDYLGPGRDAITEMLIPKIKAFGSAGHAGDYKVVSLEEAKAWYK
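Giardia FBPA (40 nM reagent) was preincubated 10 min at RT with compound (up to 57.5 uM final), then substrate plus GAPDH/TPI/NAD/arsenate coupling system with diaphorase/resazurin was added; resorufin fluorescence (525/598 nm) was read after 20 min.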
AmpC inh detg: inhibitors of E. coli AmpC beta-lactamase with detergent; hit rate 0.041% among 370,000; Potency, µM (series often up to 114 µM), for inactives: top-dose activity change, negative = inhibition, usual class: inhibitors; AmpC hydrolysis of nitrocefin, absorbance 480 nm, 0.01% Triton; P00811;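 note: potency is the fitted concentration of half-maximal effect; 0% = no-compound wells and -100% = no-enzyme wells; nearly all actives have a fitted effect of over 25% in size; some results filed as inactive show a strong effect at the top dose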
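AmpC (5.3 nM in the dispensed reagent) in 20 mM phosphate pH 7.0 with 0.01% (detergent screen) or 0.0001% Triton X-100 was preincubated with compounds for 15 min at room temperature. Nitrocefin was then added from an 800 uM solution, and hydrolysis was followed at 480 nm.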
Sm TGR block: inhibitors of Schistosoma mansoni thioredoxin glutathione reductase. Q962Y6. purified TGR, DTNB reduction, TNB absorbance 405 nm. Potency, µM (series often up to 114 µM), without a hit: at the highest dose activity change, negative = inhibition, actives largely listed as inhibitors. hit rate 3% among 360,000; note: potency is the fitted concentration of half-maximal effect; nearly all actives have a fitted effect of over 60% in size
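Kinetic colorimetric format: TGR-catalysed, NADPH-driven DTNB reduction monitored via TNB absorbance. Enzyme dispensed at 20 nM; compound exposure 15 min at room temperature before reaction start.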
HCV inhibitor: inhibitors of hepatitis C virus infection | hit rate 3.4% among 340,000 | AID 651820 | Potency, µM (titrated, usually from 41.8 µM), inactives show at the top dose activity change, negative = inhibition, most hits filed as inhibitors | Huh7.5.1 HCVcc-Cre infection, luciferase reporter, 44 h; note: potency is the fitted concentration of half-maximal effect
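Compounds are dispensed onto cells plated 4 h earlier at 1,000 per well, with HCVcc-Cre virus (about 0.5 moi) added next. Following 44 h of culture, luminescent signal is measured for 15 sec after 15 min with substrate at room temperature.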
Starred values were filed as active, the others as inactive; u = inconclusive; x = no result given; & = joins results of further samples; [ ] = remark or other dose. Unless noted, calls come from the whole dose curve; as a rule, active = well fitted curve in the direction sought with a large enough effect; inconclusive = small, poorly fitted or top-dose-only effect, or another doubt; inactive = no such curve, though single readings can be large; an effect the other way counts as inactive or inconclusive. Unless noted, % is set by controls: 0 for no effect and ±100 for the full control effect.

SMILES	AmpC no deterg	Sm TGR block	HCMV inh	HCV inhibitor	AmpC inh detg	Giardia FBPA inh
CCOC(=O)C1=NOC(CN(c2ccccc2)S(=O)(=O)c2ccc(Cl)cc2)C1 (stereo unspecified)	9.6%	-0.6%	64.6	15.0%	-6.8%	14.3%
COc1ccc(-c2cccc(NC(=O)c3ccc4c(c3)OCO4)c2)nn1	-36.5%	-2.0%	-19.6	15.8µM*	-11.0%	x
CC(=O)Cc1nsc(NC(=O)c2ccccc2Cl)n1	-11.2%	-34.1%	11.6	20.4%	7.4%	-10.0%
Cc1c(/C(O)=C2\C(=O)C(=O)N(CCCN(C)C)C2c2ccccc2)cnn1-c1ccccc1 (stereo unspecified)	-7.2%	3.3%	u	3.3%	-13.7%	-2.0%
COC(=O)/C(=N\OCc1ccc(C#N)cc1)c1c(C)nn(C)c1C	16.0%	-1.9%	-100.0*	5.9%	0.6%	4.3%
Cc1cccc(-n2c(C)nc3ccc(Cl)cc3c2=O)c1	-14.9%	3.4%	-8.4	20.7%	-14.1%	2.4%
CCCCCOC(=O)C1=C(C)NC(=O)NC1c1ccc2c(c1)OCO2 (stereo unspecified)	-13.0%	3.9%	-35.8	7.2%	u	-2.9%
O=C(Nc1ccccc1C(=O)O)c1ccc(NC(=O)C2CC2)cc1	-15.3%	0.0%	0.1	15.6%	-6.7%	x
CCN1C(=O)/C(=C/c2cccs2)SC1=Nc1ccc(OC)cc1	-18.6%	13.7%	-10.2	4.9%	-13.3%	1.3%
COc1cc2nc(Nc3cccc(F)c3)nc(N)c2cc1OC	16.5%	-2.3%&5.4%	10.8&-17.4	-10.3%	-10.5%&2.1%	-15.0%
Cc1ccc(O)c(N=Cc2cc(Cc3ccccc3)cc([N+](=O)[O-])c2O)c1	u	x	13.0	-19.2%	-8.9%	u
CCN1C(=O)[C@H]2[C@@H](c3ccc(-c4ccc(Cl)c(Cl)c4)cc3)N3CCCC[C@@]3(C(=O)OC)[C@H]2C1=O	-7.9%	5.4%	-7.8	-2.1%	7.9%	x
O=C(CSc1ncnc2sc3c(c12)CCC3)NCC1CCCO1 (stereo unspecified)	24.2%	-6.0%	-6.3	-6.8%	-6.5%	x
Nc1nc(-c2sc3nc4c(cc3c2N)CCCC4)nc(N2CCOCC2)n1	-25.2%	-13.5%	x	u	-5.7%	0.0%
Cc1ccc(CC2CC(=O)N(CC(=O)O)C2=O)cc1 (stereo unspecified)	-35.1%	6.1%	-15.1	-1.9%	u	9.2%
COc1ccccc1-c1noc(-c2ccco2)n1	-23.5%	-1.8%	0.0	1.9%	u	1.4%
CCOCC(=O)Nc1nc2ccc(OC)cc2s1	-18.1%	u	75.4	-9.8%	-1.0%	-3.4%
O=C(c1ccccc1)c1ccc(OCC(O)CNC2CCCc3ccccc32)cc1 (stereo unspecified)	-29.6%	3.3%	-2.3	u	-0.1%	-11.6%
CC(C)c1ccc(OCC(=O)Nc2ccncc2)cc1	244.6%	0.8%	27.0	1.7%	-12.4%	-2.1%
O=C(O)CCc1nc(-c2ccccc2)c(-c2ccccc2)o1	-20.9%	3.0%	x	x	-6.1%	14.6%
O=C(NCc1ccncc1)c1cccc(S(=O)(=O)NCc2ccccc2)c1	-15.1%	-5.3%	x	-10.2%	-5.9%	x
CCOC(=O)c1[nH]c(C)c(C(=O)NCc2ccc(F)cc2)c1C	x	1.1%	-14.1	x	-0.6%	x
CCOC(=O)C(C)Sc1nc2ccccc2c(=O)n1CC1CCCCC1 (stereo unspecified)	-10.2%	-2.7%	-13.4	u	1.7%	-6.6%
COc1ccc(/C=N/n2c(C)nnc2C)c(OC)c1OC	-3.4%	-1.4%	119.8	-7.3%	-3.0%	-0.6%
Cn1ccnc1SCc1cccc([N+](=O)[O-])c1	-10.1%	3.5%	28.8	-15.8%	7.6%	-29.5%
CCOC(=O)Cc1csc(NC(=O)CN2C(=O)c3ccccc3S2(=O)=O)n1	-3.8%	3.6%	3.8	8.1%	u	0.1%
Cc1cc(SCC(=O)N/N=C/c2ccco2)nc2ccccc12	-38.2%	u	u	8.2%	2.0%	u
CC(C)CC(OC(=O)c1nsc(Cl)c1Cl)C(=O)NC1CCCC1 (stereo unspecified)	-14.3%	6.2%	4.2	1.7%	-6.5%	5.6%
Cc1cccc(-n2c(O)c(C=NCCN3CCNCC3)c(=O)[nH]c2=S)c1	1.0%	-5.5%	37.7	11.3%	-13.9%	9.1%
COc1ccc(OC)c(CNC(=O)Cn2ncc3c([nH]c4ccc(C)cc43)c2=O)c1	x	4.7%	-0.2	x	4.9%	x
Cc1ccc(-c2nc(Nc3ccc(O)cc3)c3ccccc3n2)cc1	u	-2.8%	35.8	7.08µM*	-11.0%	8.5%
CCC(C)(C)n1nnnc1C(c1ccc(OC)c(OC)c1)N1CCN(c2ccc(F)cc2)CC1 (stereo unspecified)	127.1%[activator]	-16.4%	-18.9	-7.1%&10.6%	2.2%	-24.6%
O=C(c1ccc(Br)s1)N1CCN(S(=O)(=O)c2ccccc2)CC1	-6.5%	-3.9%	-2.2	8.6%	u	-4.3%
O=C(Nc1ccccn1)c1cccc(S(=O)(=O)N2CCc3ccccc3C2)c1	-11.1%	-10.3%	-12.5	u	u	x
CCCN1CCN(C(=O)C2CCN(c3ncnc4c3nc3n4CCCCC3)CC2)CC1	20.1%	-29.7%	-31.9	-18.7%	-14.3%	-5.3%
CC(Sc1nnnn1C1CC1)C(=O)N1c2ccccc2NC(=O)C1(C)C (stereo unspecified)	-31.5%	x	-30.5	8.3%	x	x
CC(=O)N1c2ccc(S(=O)(=O)N3CCCC3)cc2CC1C(=O)NC(C)C (stereo unspecified)	-12.9%	1.3%	-16.7	12.8%	-10.8%	x
Cc1c(NC(=S)N/N=C/c2cccc(O)c2)c(=O)n(-c2ccccc2)n1C	-31.8%	-3.1%	16.1	5.6%	-14.2%	-16.8%
CCN(CC)S(=O)(=O)c1cccc(S(=O)(=O)N2CCCCC2)c1	-0.4%	-3.3%	0.3	7.2%	6.9%	-1.4%
O=C(CCCSc1nnc(Nc2ccccc2F)s1)N1CCOCC1	-10.0%	3.3%	29.2	11.7%	-8.0%	-5.4%
COc1cc(/C=C/c2c([N+](=O)[O-])c(=O)n(C)c(=O)n2C)cc(OC)c1OC	-11.9%	3.8%	-67.4*	-9.2%	-0.8%	2.3%
Cc1nc(Nc2nc3ccccc3o2)nc(C)c1C	-2.4%	-1.7%	16.1	0.1%	4.1%	-5.9%
CCC1(c2ccccc2)NC(=O)N(CC(=O)Nc2cccc(S(=O)(=O)N3CCCCC3)c2)C1=O (stereo unspecified)	-37.0%	5.7%	-17.9	u	8.9%	x
CCOc1ccccc1N1CCN(C(=O)CSc2ccc3c(c2)OCCO3)CC1	74.2%[activator]	4.0%	-27.2	u	u	x
CCn1c(SCC(=O)NCc2ccc3c(c2)OCO3)nnc1-c1c[nH]c2ccccc12	1.1%	1.3%	-16.9	-12.1%&5.2%	8.6%	-5.4%
COc1cc2c(cc1OC)[C@H](Cc1ccc(O)cc1)NCC2	-48.6%	-25.1%	u	3.9%[8.37 µM]	u	0.1%
CCc1ccc2nc(Nc3ccc(OC)cc3OC)c(C#N)cc2c1	-16.2%	49.1%[activator]	-7.5	3.55µM*	-0.6%	-3.8%
O=C(NCc1ccco1)/C(=C\c1ccco1)NC(=O)c1ccco1	-15.0%	8.91µM*	-29.7	10.9%	-2.0%	u

An excerpt from above in order of formula weight, low to high:
SMILES	AmpC no deterg	Sm TGR block	HCMV inh	HCV inhibitor	AmpC inh detg	Giardia FBPA inh
Cc1nc(Nc2nc3ccccc3o2)nc(C)c1C	-2.4%	-1.7%	16.1	0.1%	4.1%	-5.9%
COc1cc2c(cc1OC)[C@H](Cc1ccc(O)cc1)NCC2	-48.6%	-25.1%	u	3.9%[8.37 µM]	u	0.1%
O=C(NCc1ccco1)/C(=C\c1ccco1)NC(=O)c1ccco1	-15.0%	8.91µM*	-29.7	10.9%	-2.0%	u
O=C(CCCSc1nnc(Nc2ccccc2F)s1)N1CCOCC1	-10.0%	3.3%	29.2	11.7%	-8.0%	-5.4%

(listing goes on)
SMILES	AmpC no deterg	Sm TGR block	HCMV inh	HCV inhibitor	AmpC inh detg	Giardia FBPA inh
CCOC(=O)C1C(C)N=C2SCC(=O)N2C1c1cccc(Br)c1 (stereo unspecified)	-41.4%	5.8%	16.3	-2.4%	-11.3%	-0.8%
Cc1cc(C)nc(/N=C2\NC(=O)CC(C(=O)O)N2c2ccc(Cl)cc2Cl)n1 (stereo unspecified)	-14.9%	x	-33.6	12.5%	-7.3%	-6.6%
Cc1ccc(C)c(OCc2cc(C(=O)N3CCNC(=O)C3)no2)c1	31.4%	1.9%	0.0	-6.3%	7.1%	-8.7%
CCOC(=O)C1CCN(c2ncnc3c2nnn3C)CC1	x	1.8%	6.3	x	4.7%	x
CCN(CC)S(=O)(=O)c1ccc(Cl)c(NC2=NCCCCC2)c1	-25.0%	-15.5%	0.0	3.0%	-4.9%	4.2%
COC(=O)c1cc(NCc2ccc3c(c2)OCO3)ccc1N1CCOCC1	-12.1%	50.1µM*	32.8	-16.2%	u	u
CCOc1ccc(NC(=O)CSc2nccn2C2CCCC2)cc1	x	6.3%	28.5	x	-4.4%	x
CCCn1c(N)c(C(=O)COC(=O)CCNS(=O)(=O)c2ccccc2F)c(=O)[nH]c1=O	-10.8%	0.4%	11.7	-6.1%	-9.4%	x
CCOC(=O)C1Cc2c([nH]c3ccccc23)C(C)N1 (stereo unspecified)	11.5%	-2.3%	-31.2	-0.5%	-2.7%	-5.3%
COc1ccc(OCCCC(=O)Nc2nc(C)c(C(C)=O)s2)cc1	-6.3%	15.6%	-10.3	-1.5%	-4.8%	1.6%
O=C1C2CCCN2C(=S)N1Cc1ccccc1 (stereo unspecified)	-32.6%	2.5%	6.3	13.8%	-1.4%	9.5%
CCC(Oc1ccccc1)C(=O)Nc1nnc(S(=O)(=O)N2CCCC2)s1 (stereo unspecified)	-21.8%	-10.1%&5.6%	-20.1&8.9	16.5%	u	-22.2%

Compound activity: PubChem, National Center for Advancing Translational Sciences (NCATS)
